FBA Mtb inh – inhibits M. tuberculosis FBA enzyme. P9WQA3. purified M. tuberculosis FBA, fluorescence read-out. inhibition, % at 1 µM. 2.3% of 360,000 active; in the data active = inhibition above about 27%;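 also: 0% = vehicle and 100% = reference inhibitor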
Target sequence (P9WQA3 whole entry, looked up): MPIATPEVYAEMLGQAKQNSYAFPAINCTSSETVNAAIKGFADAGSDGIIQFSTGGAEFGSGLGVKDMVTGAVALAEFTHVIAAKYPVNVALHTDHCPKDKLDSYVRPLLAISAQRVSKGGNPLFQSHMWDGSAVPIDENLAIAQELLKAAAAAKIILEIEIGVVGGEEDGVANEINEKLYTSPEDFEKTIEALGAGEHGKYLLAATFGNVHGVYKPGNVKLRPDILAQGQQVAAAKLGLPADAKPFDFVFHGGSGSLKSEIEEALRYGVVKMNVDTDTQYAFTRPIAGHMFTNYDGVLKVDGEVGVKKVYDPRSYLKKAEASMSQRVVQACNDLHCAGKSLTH
FadD28 FP inh – M. tuberculosis FadD28 bisubstrate binding inhibition; FadD28 bisubstrate probe binding, fluorescence polarization; inhibition, % at 12.5 µM; 0.22% of 360,000 active; AID 588549; in the data active = inhibition above about 8.5%, passing the limit was not always enough; inconclusive = no clear call, values can overlap the other calls
GDH-TPI inh – inhibits GDH-TPI coupling enzymes, artifact for Mtb FBA screen; 1.2% of 360,000 active; GDH-TPI coupled enzyme counterscreen, NADH absorbance; inhibition, % at 4.8 µM;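 also: 0% = DMSO wells and 100% = wells lacking the enzyme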
UGM FP inh – blocks M. tuberculosis UGM enzyme; P9WIQ1; purified UGM, fluorescence polarization probe displacement; inhibition, % at 10 µM; 0.06% of 320,000 active; in the data active = inhibition above about 10%, passing the limit was not always enough; inconclusive = no clear call, values can overlap the other calls
Target sequence (P9WIQ1 whole entry, looked up): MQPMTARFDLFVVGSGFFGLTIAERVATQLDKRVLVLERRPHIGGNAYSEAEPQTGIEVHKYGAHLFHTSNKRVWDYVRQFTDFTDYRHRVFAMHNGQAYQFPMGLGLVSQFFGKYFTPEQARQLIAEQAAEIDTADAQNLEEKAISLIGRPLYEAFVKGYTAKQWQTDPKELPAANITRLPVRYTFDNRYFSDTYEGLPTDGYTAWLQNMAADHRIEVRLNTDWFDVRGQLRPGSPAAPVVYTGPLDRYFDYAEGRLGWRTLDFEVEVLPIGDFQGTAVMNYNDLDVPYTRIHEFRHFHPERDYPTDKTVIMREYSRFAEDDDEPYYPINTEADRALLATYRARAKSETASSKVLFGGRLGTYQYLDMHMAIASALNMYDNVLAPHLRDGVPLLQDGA
BoNT F protease – blocks Botulinum neurotoxin F light chain protease; Multiplex microsphere protease cleavage assay, flow cytometry; inhibition, % at 10 µM; 0.22% of 360,000 active; AID 588497; in the data active = inhibition above about 35%, passing the limit was not always enough; inconclusive = no clear call, values can overlap the other calls; also: plate controls were buffer without enzyme for full effect and enzyme alone for no effect
PrPC surface inh – inhibitors of human cell surface prion protein PrPC; P04156; TR-FRET read-out; inhibition, % at 13.8 µM; 0.43% of 370,000 active; in the data active = inhibition above about 24%; also: 0% = median of the test wells and 100% = reference compound wells
CCHF vOTU inh – CCHFV vOTU protease inhibition. inhibition, % at 11.5 µM. Pep-AMC fluorescence. 0.55% of 370,000 active; also: 0% = vehicle wells with enzyme and 100% = no enzyme wells
Mtb BioA inh – inhibitors of Mycobacterium tuberculosis BioA enzyme; purified M. tuberculosis BioA enzyme, plate reader; inhibition, % at 9.99 µM; 0.096% of 360,000 active; AID 602481; in the data active = inhibition above about 40%; inconclusive = no clear call, values can overlap the other calls
BoNT A protease – BoNT A light chain protease inhibition; multiplex microsphere protease substrate cleavage, flow cytometry; inhibition, % at 10 µM; 0.17% of 360,000 active; in the data active = inhibition above about 30%; inconclusive = no clear call, values can overlap the other calls; also: plate controls were buffer without enzyme for full effect and enzyme alone for no effect
* marks the source's active call; other numbers are inactive results; ? = inconclusive; / = not tested or not shown. Rule as the data show it, unless noted: active = inhibition above about 30%; inactive = the rest.

SMILES,FBA Mtb inh,FadD28 FP inh,GDH-TPI inh,UGM FP inh,BoNT F protease,PrPC surface inh,CCHF vOTU inh,Mtb BioA inh,BoNT A protease
COc1ccc(Cl)cc1NC(=O)CCN1CCOCC1,1.1,0.6,5.2,1.1,-2.6,6.4,5.4,/,-0.5
O=C(Nc1ccc2nc3n(c(=O)c2c1)CCCCC3)c1ccccc1[N+](=O)[O-],0.0,0.3,3.7,0.0,0.0,-24.1,14.5,3.2,2.7
Nc1nc(SCC(=O)Nc2ccccc2Sc2ccccc2)n[nH]1,-2.0,-2.4,2.0,0.4,-9.2,-2.7,-1.7,/,-0.5
CC(Sc1nnc(-c2cccnc2)n1-c1ccccc1)C(=O)NCc1ccc2c(c1)OCO2 (stereo not drawn),-1.3,-3.6,-13.9,-2.7,10.9,0.0,-3.1,14.5,0.6
CCO[C@H]1c2c(ccc3ccc(=O)oc23)OC(C)(C)[C@H]1O,34.7*,-3.4,9.5,-2.0,2.6,-5.9,-18.6,-0.8,0.1
NC(=S)Cc1nc(-c2ccc(Cl)cc2)cs1,3.9,-5.1,-0.3,0.2,-5.8,3.7,-1.7,/,1.3
CCc1nc2ccccc2c(C(=O)Oc2ccc(C(=O)OC)cc2)c1C,-1.9,-4.1,6.9,3.1,4.1,5.9,21.5,-0.2,0.2
CCOc1cc(/C=N/NC(=O)c2nn(C)cc2Br)ccc1OCc1ccccc1,0.5,-3.8,15.6,1.3,4.1,-0.1,9.1,-0.4,0.7
COc1ccc(C(C(=O)NCC2CCCO2)N(Cc2ccccc2)C(=O)c2snc(C(N)=O)c2N)cc1OC (stereo not drawn),4.2,-3.7,7.6,-0.2,-20.2,-0.7,0.3,0.2,-3.4
CCOC(=O)C1CCN(Cc2ccccc2C(F)(F)F)CC1,4.4,-0.2,-4.7,-0.2,-8.2,-2.4,5.7,-0.8,0.3
Cc1ccc(Cl)cc1N1CCN(C(=O)Cc2c(C(=O)O)[nH]c3ccccc23)CC1,-0.5,-3.4,6.5,1.1,-4.0,0.0,14.1,1.9,0.0
O=C1NC[C@H](CCCCN2C[C@H](Cc3ccccc3)N(CCc3ccc(O)cc3)C(=O)C2=O)N(CCC2CCCCC2)C1=O,/,/,/,/,-11.3,7.4,19.3,/,0.1
O=C(O)/C=C/C(=O)N1CCN(c2ccccc2F)CC1,1.3,-0.3,6.1,-1.4,-6.5,-4.3,-12.7,0.1,-0.4
COc1ccccc1NC(=O)CSc1nnc(Cc2ccccc2)o1,2.3,1.0,5.4,0.0,5.4,5.9,-3.6,-0.2,-0.9
COc1ccccc1NC(=S)NNC(=O)c1ccncc1,-0.8,-0.7,18.2,-2.7,5.0,-1.3,-0.3,-0.4,0.1
CC1(C)CC(=O)C2=C(C1)NC1=C(C(=O)c3ccccc31)C2c1ccc(O)cc1 (stereo not drawn),-5.0,2.5,4.9,1.3,-2.9,-47.1,2.4,/,-0.4
CC(CNc1ccc([N+](=O)[O-])cc1)NC(=O)c1ccccc1Br (stereo not drawn),-13.2,-1.5,3.2,-0.2,-7.5,-11.8,8.4,/,0.0
O=C1CSC(c2ccc(Cl)cc2)N1Nc1nc(N2CCOCC2)nc(N2CCOCC2)n1 (stereo not drawn),1.5,-1.9,2.2,3.5,-4.8,-0.7,1.4,3.7,-1.2
COc1cccc(CNS(=O)(=O)c2c(C)nc3sccn3c2=O)c1,0.6,-1.5,23.4,2.8,-3.9,-5.5,2.5,-0.7,0.1
Cc1cccc(CN2CCN(C3CN(Cc4ccccc4)S(=O)(=O)C3)CC2)c1 (stereo not drawn),2.2,-1.2,/,/,0.6,-3.2,1.3,0.9,0.3
COC(=O)Cc1nc(Nc2ccccc2)sc1C,-0.6,-2.3,-2.2,-0.4,-9.6,-4.4,-5.9,-0.1,-0.2
CC(=O)c1ccc(NC(=O)c2cc(C)nc3ccccc23)cc1,-0.5,-0.3,13.9,-0.3,?,-4.1,6.2,-3.4,-4.6
COc1ccc2cc(C(=O)Nc3ccc(O)cc3)sc(=O)c2c1OC,-0.1,-1.8,26.5,-1.6,-11.7,-30.5,-3.9,/,-0.9
CCN1CC2(COC(=O)c3ccccc3N)CCC(OC)C34C5CC6C(OC)CC(O)(C5C6OC)C(O)(C(OC)C23)C14 (stereo not drawn),36.0*,0.6,1.8,-2.1,4.2,/,/,-2.2,-0.3
COc1cc(C(=O)O/N=C(\N)c2ccccn2)cc(OC)c1OC,-0.7,-0.8,-4.8,1.2,4.6,7.4,-9.3,/,0.0
COC(=O)C1=C(c2ccccc2OCc2ccccc2)C[C@@H]2CC[C@H]1N2C(=O)NCc1ccc(Cl)cc1,2.1,-3.4,-4.5,-0.7,-7.9,6.1,7.0,-2.3,0.1
CCOC(=O)Cc1csc(NC(=O)c2c(-c3ccccc3)noc2C)n1,2.4,-2.6,3.3,1.1,0.4,0.2,-14.6,-0.7,-0.1
O=C(/C=C/c1cccc(F)c1)NCCCn1ccnc1,9.7,-1.8,5.1,-0.9,-5.0,-18.2,4.1,2.8,-3.4
CCCCOc1ccc(N2CC(C(=O)NCc3ccco3)CC2=O)cc1 (stereo not drawn),1.4,-0.4,-2.2,1.5,-0.3,-2.1,-2.5,-1.0,4.1
CCCCC(=O)NC(=S)NNC(=O)CC,2.7,-0.8,1.9,-3.0,3.4,-0.3,2.6,7.4,0.4

An excerpt from further up, for reference:
SMILES,FBA Mtb inh,FadD28 FP inh,GDH-TPI inh,UGM FP inh,BoNT F protease,PrPC surface inh,CCHF vOTU inh,Mtb BioA inh,BoNT A protease
COc1ccc(Cl)cc1NC(=O)CCN1CCOCC1,1.1,0.6,5.2,1.1,-2.6,6.4,5.4,/,-0.5
O=C(Nc1ccc2nc3n(c(=O)c2c1)CCCCC3)c1ccccc1[N+](=O)[O-],0.0,0.3,3.7,0.0,0.0,-24.1,14.5,3.2,2.7
Nc1nc(SCC(=O)Nc2ccccc2Sc2ccccc2)n[nH]1,-2.0,-2.4,2.0,0.4,-9.2,-2.7,-1.7,/,-0.5

Returning to the listing, repeating the 3 entries before the break.
SMILES,FBA Mtb inh,FadD28 FP inh,GDH-TPI inh,UGM FP inh,BoNT F protease,PrPC surface inh,CCHF vOTU inh,Mtb BioA inh,BoNT A protease
O=C(/C=C/c1cccc(F)c1)NCCCn1ccnc1,9.7,-1.8,5.1,-0.9,-5.0,-18.2,4.1,2.8,-3.4
CCCCOc1ccc(N2CC(C(=O)NCc3ccco3)CC2=O)cc1 (stereo not drawn),1.4,-0.4,-2.2,1.5,-0.3,-2.1,-2.5,-1.0,4.1
CCCCC(=O)NC(=S)NNC(=O)CC,2.7,-0.8,1.9,-3.0,3.4,-0.3,2.6,7.4,0.4
COc1ccc2nc(SCC(=O)N(C)CC(=O)Nc3ccc(F)cc3)[nH]c2c1,-1.1,-3.4,3.5,-0.2,2.5,1.6,7.4,/,0.2
CC(C)(C)C(=O)O/N=C(\N)Cc1ccc(-c2csnn2)cc1,-0.3,-5.1,0.7,-0.1,?,1.8,9.3,1.5,-1.2
O=c1[nH]c2ccc(Cl)cc2c(-c2ccccc2)c1N1CCN(CCO)CC1,13.6,-2.6,14.0,-1.9,0.6,-15.6,-22.4,/,?
Cc1ccc(N(Cc2ccc([N+](=O)[O-])cc2)C(=O)c2ccco2)cc1,4.3,-0.3,-1.8,4.4,10.9,-12.9,3.8,2.7,-0.9
COc1ccc(CCNC(=O)c2c(-c3ccccc3)noc2C)cc1OC,-0.4,-2.6,-4.0,1.3,-3.0,8.1,6.2,0.9,0.5
O=C(O)c1cccc(-n2cccc2/C=C2/NC(=O)N(Cc3ccccc3F)C2=O)c1,-0.1,-0.1,2.5,-1.1,9.5,-2.6,-5.7,/,0.6
COc1ccc(NC(=O)c2c(Cl)nc3ccccn23)cc1,0.8,-1.6,-3.5,-0.7,-2.6,-5.0,-3.0,/,0.1
COC(=O)Cc1ccc(N(Cc2ccccc2F)S(=O)(=O)c2ccc(Br)cc2)cc1,-2.1,-2.7,3.3,-3.0,-3.8,-1.4,9.8,/,0.2
CCc1ccc(N(CC(=O)NC2CCCC2)C(=O)CCC(=O)Nc2ccccn2)cc1,-2.8,-3.4,3.3,1.8,4.8,1.6,-8.7,-0.6,-1.1
O=S(=O)(CC(O)COc1ccc(Br)cc1)c1ccccc1 (stereo not drawn),-1.7,-1.5,2.2,-2.1,6.6,11.6,12.0,/,-0.4
Cc1ccccc1OCC(=O)NNC(=S)NC(=O)c1ccccc1[N+](=O)[O-],-2.5,-1.3,3.7,0.0,-3.8,-8.3,18.9,0.9,0.4
O=S(=O)(Nc1ccc(N2CCCCC2)cc1)c1ccc(F)cc1,1.6,-2.3,5.2,-0.7,-36.8,2.8,-5.0,3.8,0.3
O=C(NCc1ccco1)/C(=C\C=C\c1ccccc1)NC(=O)c1ccccc1Br,-0.7,0.0,25.1,3.7,-5.7,-17.7,12.7,2.1,-0.7
CCOC(=O)c1ccc(-n2cnc(-c3ccc([N+](=O)[O-])cc3)c2)cc1,2.4,-1.6,/,/,4.2,-14.6,8.6,0.1,-0.2
CCOC(=O)C1CCN(C(=O)c2ccccc2NS(=O)(=O)c2cc(C)ccc2C)CC1,-3.9,-2.6,-2.3,0.5,-0.7,-1.1,-14.7,1.2,0.3
CN1CCc2c(OCC(=O)N3N=C(c4cccs4)CC3c3ccc(F)cc3)cccc2C1=O (stereo not drawn),4.4,-0.5,1.6,-0.6,2.4,5.4,14.0,0.1,1.3
Cc1oc2cc(O)ccc2c(=O)c1Oc1ccccc1,100.8*,-1.2,22.0,0.2,-2.7,1.9,-98.3,-0.7,0.0
Brc1ccc(-c2csc(N3CCOCC3)n2)cc1,-0.6,-2.9,-10.4,3.0,-9.0,0.1,14.8,/,-1.4
CCOc1ccc2c(c1)sc(=NC(=O)C1CC1)n2C,2.4,-3.6,8.2,-0.2,-4.7,-4.5,-4.0,-0.6,-0.1
Cc1sc2ncnc(N3CCC(C(=O)N(CC(C)C)c4nc5ccccc5s4)CC3)c2c1C,-2.5,-1.4,-3.9,1.4,-19.6,1.8,5.2,0.0,-4.2
COC(=O)c1c(NC(=O)C2CCCCC2C(=O)O)sc2c1CCCCC2 (stereo not drawn),4.6,-0.8,15.4,-0.1,1.0,1.3,26.3,/,-0.4
Cc1ccnc(NC(=O)Cc2ccc([N+](=O)[O-])cc2)c1,0.1,-1.4,4.7,-2.3,-0.8,-9.5,-3.3,/,-1.5
COc1cc(/C=C/C(=O)c2ccc(F)cc2)cc(OC)c1OC,-8.7,-4.7,15.1,0.8,-2.3,-7.2,16.6,-2.8,1.3
COc1cc(C(=O)O)cc(OC)c1OC,2.3,1.3,10.8,/,0.7,4.3,-5.7,-1.3,0.0
Cc1cc2ccccc2n2c(SCC(=O)Nc3ccc(S(=O)(=O)N4CCCCC4)cc3)nnc12,1.6,-0.6,7.2,-1.8,-4.8,-7.9,13.6,/,-0.1
Cc1cc(/C=C(\C#N)C(=O)O)c(C)n1C1CC1,-1.3,-1.3,28.8,-0.1,-3.2,-12.8,8.8,/,-0.4

Bioassay records as filed in PubChem.

Rows are unselected. About 4.8% of those tested had a hit in this group.
